From PubChem BioAssay
GAA glycogen mod = inhibitors or activators of human alpha-glucosidase glycogen cleavage; P10253; recombinant GAA, glycogen substrate, Amplex Red glucose oxidase fluorescence; Potency, µM (titrated, usually from 76.4 µM), inactives show top-dose activity change, negative = inhibition, hits mostly inhibitors; 300,000 compounds, 0.38% hits;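 note: 0% = full enzyme reaction and -100% = no-enzyme basal signal; the screen sought inhibitors and activators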
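Recombinant human enzyme (4 nM); glycogen substrate; 37 C, 40 min, pH 5.0. Readout: coupled glucose oxidase/Amplex Red fluorescence.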
HTT ATP protect = cytoprotection in Huntington HTT-Q103 PC12 cell model | 230,000 compounds, 0.14% hits | PC12 HTT-Q103 induced, cytoprotection, ATP luminescence, 40 h | AID 1471 | Potency, µM (titrated, usually from 56.4 µM), for inactives: cytoprotection (ATP increase), most hits filed as activators;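 note: % of control where 0% means no effect; nearly all actives have a fitted effect of over 45% in size; toxic huntingtin expression switched on by the ecdysone agonist tebufenozide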
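Quantitative HTS on tebufenozide-induced (100 nM) PC12 cells expressing HTTQ103 exon 1–GFP; compounds tested as a concentration series; survival measured via cellular ATP.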
HTT aggregate = reduces HttQ103-GFP aggregates in PC12 cells; PC12 HttQ103-GFP aggregates, Acumen cytometry, 40 h; Potency, µM (series often up to 46.1 µM), inactives show at the highest dose activity change, negative = inhibition, usual class: inhibitors; 220,000 compounds, 1.1% hits; note: % is set by controls: 0 for no effect and ±100 for the full control effect; nearly all actives have a fitted effect of over 60% in size
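Quantitative HTS on tebufenozide-induced (100 nM) PC12 cells stably expressing polyQ103 Huntingtin exon 1–GFP. Reduction of bright GFP aggregates, detected by laser scanning cytometry after lysis, identified actives across the titration.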
GAA spleen mod = lysosomal alpha-glucosidase (human) modulation. human spleen homogenate, 4-MU-alpha-glucoside fluorescence. Potency, µM (series often up to 79.9 µM), without a hit: at the highest dose activity change, negative = inhibition, actives largely listed as inhibitors. 240,000 compounds, 0.006% hits;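 note: 0% = enzyme with vehicle and -100% = no enzyme basal signal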
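Enzyme source: human spleen homogenate, 1 ug/well. Buffer 50 mM citric acid/K phosphate pH 5.0, 0.01% Tween-20. 4-MU-alpha-glucoside 1 mM; 37 C x 40 min; NaOH/glycine stop; fluorescence.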
IMPase Li inh = membrane-permeable IMPase blocker, potentiated with lithium; CHO-M1 cells, IP1 TR-FRET (IP-One), carbachol + lithium; Potency, µM (doses to about 59.4 µM), without a hit: at the top dose activity, negative = IMPase inhibition, most hits filed as inhibitors; 210,000 compounds, 0.35% hits; AID 1457;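 note: IP1 builds up when IMPase is blocked and the TR-FRET signal falls; plate controls were basal vehicle for no effect and high inhibitor control for full effect; nearly all actives have a fitted effect of over 50% in size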
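Readout is a homogeneous TR-FRET IP1 immunoassay (Ex 320, Em 665 and 620), where raised cytosolic IP1 lowers signal. Cells were CHO-M1 treated 30 min at 37C with test compounds plus a little lithium; AC50 values came from Hill-equation fitting.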
RGS12 GoLoco inh = RGS12 GoLoco-Gai1 interaction inhibition | Gai1:RGS12 GoLoco peptide FP, rhodamine, 10 min | Potency, µM (highest dose often 61.6 µM), without a hit: top-dose activity, negative = inhibition, hits mostly inhibitors | AID 880 | 230,000 compounds, 0.44% hits | P63096; active = well fitted inhibition curve with a large enough effect, not every such curve was filed as active; inactive = no such curve, though single readings can be large or run the other way; note: % is set by controls: 0 for no effect and ±100 for the full control effect; nearly all actives have a fitted effect of over 30% in size; many of its hits are not listed in these tables
Target sequence (P63096 whole entry, looked up): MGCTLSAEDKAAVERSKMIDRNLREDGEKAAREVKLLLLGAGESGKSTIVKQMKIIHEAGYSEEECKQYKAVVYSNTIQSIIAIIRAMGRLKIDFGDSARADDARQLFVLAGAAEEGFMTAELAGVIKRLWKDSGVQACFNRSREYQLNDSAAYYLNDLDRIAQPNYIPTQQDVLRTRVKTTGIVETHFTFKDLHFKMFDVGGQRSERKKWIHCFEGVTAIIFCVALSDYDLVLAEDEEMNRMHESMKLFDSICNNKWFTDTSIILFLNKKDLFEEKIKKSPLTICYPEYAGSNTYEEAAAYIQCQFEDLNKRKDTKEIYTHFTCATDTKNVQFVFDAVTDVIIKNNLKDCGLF
GAA inh = alpha-glucosidase (human) inhibition. P10253. purified human GAA, 4-MU-alpha-glucoside fluorescence. Potency, µM (top dose mostly 76.9 µM), without a hit: at the highest dose activity change, negative = inhibition, usual class: inhibitors. 200,000 compounds, 0.005% hits. AID 1466;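 note: plate controls were uninhibited enzyme wells for no effect and no-enzyme background for full effect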
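Activity normalized between no-enzyme (basal) and enzyme-only wells. Conditions: 4 nM human enzyme, 400 uM fluorogenic substrate, citrate/phosphate pH 5.0 with Tween-20, 20 min room temperature, compounds up to 77 uM.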
Numbers without * were called inactive; i = inactive; ? = inconclusive; . = no result given; [ ] = remark or other dose. Unless noted, calls come from the whole dose curve; as a rule, active = well fitted curve in the direction sought with a large enough effect; inconclusive = small, poorly fitted or top-dose-only effect, or another doubt; inactive = no such curve, though single readings can be large; an effect the other way counts as inactive or inconclusive. Potency is the fitted concentration of half-maximal effect. Only part of the results is shown (hit frequency here may not be typical).

SMILES | GAA glycogen mod | HTT ATP protect | HTT aggregate | GAA spleen mod | IMPase Li inh | RGS12 GoLoco inh | GAA inh
O=C(NCc1cccs1)C1CCC(CNS(=O)(=O)c2cccs2)CC1 (centres undefined) | -6% | 23%[10 µM] | 14% | 2% | 7%[38.3 µM] | -6% | -6%
Oc1ccc(NC(=S)Nc2ccc(O)cc2)cc1 | 3.1µM* | 3%[10 µM] | 2%[9.22 µM] | 4% | 1% | -19% | -5%
CCOC(=O)c1[nH]c(C)c(C(=O)OCC(=O)N2CCc3ccccc32)c1C | 9% | 13% | -6% | -3% | 32%[38.3 µM] | 1% | -1%
COC(=O)CC1=C(C(=O)OC)C(c2cccs2)C(C#N)=C(N)O1 (centres undefined) | -17% | -14%[10 µM] | -2% | -1% | -6%[38.3 µM] | 6% | 3%
c1coc(-c2nn3c(-c4ccco4)nnc3s2)c1 | -13% | -17% | -2% | -12% | -17%[38.3 µM] | -9% | 3%
CN1CCN(CCP(=O)(c2ccccc2)c2ccccc2)CC1 | 2% | 11%[10 µM] | -6% | 0% | -3%[38.3 µM] | 8% | -3%
CN1CCN(c2nnc(-c3ccccc3)c(-c3ccccc3)n2)CC1 | 7% | 4%[10 µM] | 15%[9.22 µM] | -6% | . | 9% | .
CCOC(=O)c1ccc(NC(=O)CNC(=O)C23CC4CC(CC(C4)C2)C3)cc1 | 16% | -38% | -14% | -5% | 6%[38.3 µM] | 6% | 1%
COc1cccc(N2CCN(C(=O)NC3CCCCC3)CC2)c1 | -8% | -3% | -21% | -1% | 19%[38.3 µM] | 4% | -2%
COc1ccccc1OCCCC(=O)Nc1ccc([N+](=O)[O-])cc1Br | -15% | -27% | -13% | -10% | 10% | -6% | ?
Nc1cc2nn(-c3ccccc3)nc2cc1Cl | -2% | -154%[inhibitor] | -21% | 0% | -12% | 0% | 7%
CCn1cc(-c2cc(C(F)(F)F)n3nc(C(=O)O)cc3n2)c(C)n1 | 3% | -1% | 2% | 1% | -3%[38.3 µM] | -2% | 1%
CCOC(=O)COc1c(OC)cc(Cl)cc1C1Nc2ccccc2C(=O)N1c1ccc(F)cc1 (centres undefined) | -16% | -14% | 0% | -15% | -3%[38.3 µM] | -40% | -2%
O=C1Cn2c(nc3ccccc32)N1c1ccccc1F | -16% | -8% | -12% | 3% | 19%[38.3 µM] | 8% | 2%
Cc1ccc(CS(=O)(=O)CCC(=O)NCCN2CCCC2)cc1 | 4% | -3% | -21% | -2% | -6%[38.3 µM] | 20% | -5%

Three structures from above, sorted by molar mass, rising.
SMILES | GAA glycogen mod | HTT ATP protect | HTT aggregate | GAA spleen mod | IMPase Li inh | RGS12 GoLoco inh | GAA inh
Nc1cc2nn(-c3ccccc3)nc2cc1Cl | -2% | -154%[inhibitor] | -21% | 0% | -12% | 0% | 7%
O=C1Cn2c(nc3ccccc32)N1c1ccccc1F | -16% | -8% | -12% | 3% | 19%[38.3 µM] | 8% | 2%
O=C(NCc1cccs1)C1CCC(CNS(=O)(=O)c2cccs2)CC1 (centres undefined) | -6% | 23%[10 µM] | 14% | 2% | 7%[38.3 µM] | -6% | -6%

(cont.)
SMILES | GAA glycogen mod | HTT ATP protect | HTT aggregate | GAA spleen mod | IMPase Li inh | RGS12 GoLoco inh | GAA inh
O=C(c1ccco1)N1CCN(C(=S)Nc2cccc([N+](=O)[O-])c2)CC1 | -9% | -7% | -8% | 6% | 5% | 4% | 0%
C/C=C(\C)C(=O)NCCN1C2=NC[C@H](C(C)C)N2C[C@@H]1Cc1ccc(OC)cc1 | 13% | -2%[10 µM] | 2%[9.22 µM] | -5% | 6% | 3% | .
CCN(CC)CCCSc1nc2ccccc2s1 | 5% | -27% | -5% | -6% | -2% | -14% | -4%
C[C@@]1(C(NC(=O)Cc2ccc(C(F)(F)F)cc2)c2ccc(-c3ccccc3)cc2)C[C@H]1C1CCCCC1 (some centres undefined) | . | 16% | . | 2% | -7% | 3% | .
O=C(CSc1nnc(-c2ccco2)n1CC1CCCO1)N1CCCCC1 (centres undefined) | -2% | -5%[10 µM] | 8% | 2% | 3% | 6% | -12%
CN1CCCC2(CCN(C(=O)c3cnccn3)CC2)C1 | . | -8% | . | 9% | 12% | 5% | .
OCC1CCCN(c2ncnc3scc(-c4ccccc4)c23)C1 (centres undefined) | -1% | -11% | ? | 0% | 12% | 19% | -2%
Cc1cccc(S(=O)(=O)Nc2ccc(-c3nc4ccc(C)cc4s3)cc2)c1 | -6% | 12%[10 µM] | 11% | ? | -5% | 9% | ?
[O-]/[N+](=C\c1ccncc1)c1ccccc1 | -1% | 7% | 14% | -6% | 1%[38.3 µM] | -17% | 0%
CCCC(=O)c1c[nH]c(C(=O)NCCCN2CCOCC2)c1 | 10% | 10% | ? | 3% | 5%[38.3 µM] | -7% | -1%
CC1(C)CC(=O)C=C(NC2=CC3OC(c4ccccc4)OCC3OC2=O)C1 (centres undefined) | 1% | . | . | 4% | 15% | -21% | -7%
CCCCNC(=O)C1CCN(c2nc(OC)nc(OC)n2)CC1 | 5% | 16%[1.9 µM] | -11% | -6% | 3% | 5% | 2%
COc1ccc(-c2cnn(C3CCS(=O)(=O)C3)c2N)cc1 (centres undefined) | -26% | -3% | 8%[9.22 µM] | 0% | 19%[38.3 µM] | -4% | -1%
O=S(=O)(O)n1ccnc1 (tested in a mixture with another compound) | . | -13%[10 µM] | . | . | -1% | 9%[14.2 µM] | .
CCCCNC(=O)/C=C/c1ccc(OC)c(Br)c1 | 5% | 6%[10 µM] | 7% | -6% | 7% | -3% | -6%

Record cards (already shown). Screens in order: GAA glycogen mod	HTT ATP protect	HTT aggregate	GAA spleen mod	IMPase Li inh	RGS12 GoLoco inh	GAA inh
`O=C(CSc1nnc(-c2ccco2)n1CC1CCCO1)N1CCCCC1` (centres undefined) as listed: -2%	-5%[10 µM]	8%	2%	3%	6%	-12%
`COC(=O)CC1=C(C(=O)OC)C(c2cccs2)C(C#N)=C(N)O1` (centres undefined) as listed: -17%	-14%[10 µM]	-2%	-1%	-6%[38.3 µM]	6%	3%
`CCN(CC)CCCSc1nc2ccccc2s1` as listed: 5%	-27%	-5%	-6%	-2%	-14%	-4%
`COc1ccccc1OCCCC(=O)Nc1ccc([N+](=O)[O-])cc1Br` as listed: -15%	-27%	-13%	-10%	10%	-6%	?
`COc1ccc(-c2cnn(C3CCS(=O)(=O)C3)c2N)cc1` (centres undefined) as listed: -26%	-3%	8%[9.22 µM]	0%	19%[38.3 µM]	-4%	-1%

The list continues.
SMILES | GAA glycogen mod | HTT ATP protect | HTT aggregate | GAA spleen mod | IMPase Li inh | RGS12 GoLoco inh | GAA inh
COc1ccc(S(=O)(=O)NCC2CCCN(C(=O)c3cccnc3)C2)cc1 (centres undefined) | 17% | 20%[10 µM] | 10%[9.22 µM] | -3% | 0% | -4% | 1%
Cc1cccc(N(CC(=O)NCc2ccc3c(c2)OCO3)C(=O)CCC(=O)Nc2ccccn2)c1 | -8% | 3%[10 µM] | -6% | 6% | -23%[38.3 µM] | 7% | 2%
CC(C)C(=O)NCCc1nc2ccccc2n1C | -3% | -2% | 2% | -8% | 23%[38.3 µM] | 3% | 0%
O=C1NCCN(Cc2ccc(F)cc2)C1CC(=O)N1CC=C(c2ccccc2)CC1 (centres undefined) | 5% | 3%[10 µM] | 1%[9.22 µM] | 5% | . | 10% | .
Cc1noc2c1C(c1ccc(N(C)C)cc1)C1=C(CC(C)(C)CC1=O)N2 (centres undefined) | ? | -11% | ? | -4% | 5%[38.3 µM] | -10% | -1%
OC(CSc1c(Cl)cccc1Cl)CN1CCN(c2ccccc2F)CC1 (centres undefined) | -1% | -4%[10 µM] | -33% | 1% | -7% | 2% | -6%
O=C1CC(c2ccc(Cl)cc2)n2nc(N3C(=O)c4ccccc4C3=O)nc2N1 (centres undefined) | 0% | -13%[0.074 µM] | 9% | 3% | 14%[38.3 µM] | -7% | ?
CC(C)OC(=O)C(=O)NNc1ccccc1 | ? | 8%[10 µM] | 5% | -4% | 12% | -1% | 3%
CCOc1ccc(NC(=O)CC)cc1 | -2% | -16% | 14% | 2% | 0% | 10% | 1%
O=C1CN(c2nc(-c3cccs3)nc3sc4c(c23)CCCC4)CCN1 | -27% | 5%[10 µM] | 3% | -7% | 4% | 14% | ?
COC(=O)/C(=N/Nc1ccccc1C)Sc1nnc(C(O)c2ccccc2)n1-c1ccccc1 (centres undefined) | 1% | -40%[10 µM] | 20% | 9% | -19% | -12% | 2%
O=C(COC(=O)CCN1C(=O)c2cccc([N+](=O)[O-])c2C1=O)NC1CCS(=O)(=O)C1 (centres undefined) | -2% | -5% | 12% | 0% | 7% | 1% | -3%
CC(=O)NC(Cc1ccccc1)C(=O)OCC(=O)c1ccc(Br)cc1 (centres undefined) | 0% | 24%[0.074 µM] | -6% | -6% | 3% | -5% | -3%
Cc1ccc(-n2c(N)c(C(=O)NCc3cccnc3)sc2=S)cc1 | 6% | -9% | 17% | -7% | 13%[38.3 µM] | 6% | 2%
O=C(c1cccnc1Nc1ccc2c(c1)CCC2)N1CCOCC1 | -2% | -4% | -3% | -4% | -3%[38.3 µM] | 3% | -8%
CCOC(=O)C1=C(O)C(=O)N(Cc2ccccc2)CC1 | -10% | -7%[10 µM] | -22%[9.22 µM] | -10% | -1% | 3% | .
COCCN1C=C(C(=O)OC)C(c2ccc(Cl)cc2)C(C(=O)OC)=C1 | -5% | -1%[10 µM] | 2%[9.22 µM] | -3% | 12% | 6% | -6%
O=C(CCC1CCCN(Cc2ccc3c(c2)OCCO3)C1)NCc1ccccc1F (centres undefined) | 2% | 6%[10 µM] | 4%[9.22 µM] | -3% | . | -2% | .
FC(c1nc2ccccc2[nH]1)C(F)(F)F (centres undefined) | -15% | 0%[10 µM] | -7%[9.22 µM] | 10% | -2% | -6% | 10%
Cn1c(C(=O)O)c(CC(=O)Nc2ccc(F)cc2F)c2ccccc21 | 6% | -9% | -23% | 4% | -11%[38.3 µM] | 0% | 0%
O=C1c2ccccc2-c2onc3ccc(NCCCn4ccnc4)c1c23 | -5% | -15% | -14% | -1% | 64%[activator][38.3 µM] | i | -4%
O=C(NCc1ccco1)c1cnn2c(C(F)F)cc(-c3ccccc3)nc12 | -2% | -20%[0.074 µM] | -30% | -7% | 31%[activator][38.3 µM] | 2% | ?
CNC(=S)N(CCc1ccc(S(N)(=O)=O)cc1)C1CC(=O)N(c2ccccc2F)C1=O (centres undefined) | 6% | 42%[10 µM] | 43%[9.22 µM] | -24% | 4% | -15% | 1%
COc1ccc(C(=O)c2ccc(N3CCN(C4CC(=O)NC4=O)CC3)cc2)cc1F (centres undefined) | 3% | -34% | -14% | -18% | -13%[38.3 µM] | -7% | -14%
O=c1ccnc(NCCc2ccccc2)[nH]1 | 4% | -2% | 16% | 0% | 6%[38.3 µM] | -13% | 0%
